14-3-3 PPI: 14-3-3 gamma protein interaction modulation; P61981; FP, 14-3-3gamma / TMR-pS259-Raf peptide binding; inhibition, % at 40 µM; 160,000 compounds, 0.19% hits; AID 422; in the data active = inhibition above about 30%;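 also: 0% = protein plus tracer without compound and 100% = blank with tracer alone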
Target sequence (P61981 whole entry, looked up): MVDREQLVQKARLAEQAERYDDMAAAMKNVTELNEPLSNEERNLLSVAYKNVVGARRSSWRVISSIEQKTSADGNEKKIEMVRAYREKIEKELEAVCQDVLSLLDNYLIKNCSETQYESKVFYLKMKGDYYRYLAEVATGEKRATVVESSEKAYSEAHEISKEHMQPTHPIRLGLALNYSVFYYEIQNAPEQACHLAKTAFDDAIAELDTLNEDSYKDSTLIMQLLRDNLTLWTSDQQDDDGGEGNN
* marks the source's active call; other numbers are inactive results; & = joins results of further samples. These rows are one share of the data, so the mix of outcomes need not match the whole.

SMILES	14-3-3 PPI
COc1ccc(CCNCc2csc3nc4ccccc4n23)cc1OC	-7
Cc1ccc(N(CC(=O)NCC2CCCO2)S(=O)(=O)c2ccc(C)cc2)cc1 (configuration not stated)	-7
CC1CCN(C(=O)C2c3ccccc3C(=O)N3CCc4ccccc4C23)CC1 (configuration not stated)	-3&4
O=C(O)CCC(=O)Nc1nc2n(n1)C(c1ccccc1)C=C(c1ccccc1)N2 (configuration not stated)	2
CC1=C(C(=O)OC(C)C)C(C2CC=CCC2)NC(=O)N1 (configuration not stated)	1
Cn1cnnc1SCc1ccc(C#N)cc1Cl	-4&0
O=C(NCCC1=CCCCC1)c1ccc2c(c1)N(Cc1ccccc1)C(=O)CS2	8
CCn1nnnc1-c1ccc(OC)c(S(=O)(=O)Nc2ccc(Br)cc2)c1	-2
O=C(c1cccs1)N1CCN(CCCc2ccccc2)CC1	0
CCOC(=O)c1cnc2c(C)cccc2c1Nc1ccc(OCC)cc1	-50
CC(C)C(NS(=O)(=O)c1cccc(C(=O)O)c1)C(=O)O (configuration not stated)	0
CCOC(=O)c1ccc(N2C(=O)c3n[nH]c(C)c3C2c2ccccn2)cc1 (configuration not stated)	-1
Cc1c(C(=O)N2CCCCC2C)sc2ncn(CC(=O)N3CCCCC3)c(=O)c12 (configuration not stated)	3
O=c1c2sc3ccc([N+](=O)[O-])cc3c2[nH]c(=S)n1CCc1ccccc1	0
COc1cccc(C2NC(=O)NC(C)=C2C(=O)OCC(Cl)(Cl)Cl)c1 (configuration not stated)	-8
CCOC(=O)c1sc(NC(=O)C(F)(F)F)c(C(=O)OCC)c1C	2
Cc1cccc(C)c1Nc1c(-c2ccccn2)nc2ccccn12	-5
COc1ccc(NC(=O)C2c3cc(OC)c(OC)cc3C(=O)N(C)C2c2ccccc2F)cc1OC (configuration not stated)	4
Fc1ccccc1OCCSc1nc2ccccc2s1	-2
CCC(=O)N1CCc2cc(S(=O)(=O)Nc3ccccc3C)ccc21	3
Cc1ccc(N2CCN(c3cc(C)nc4c5c(C)cc(C)nc5nn34)CC2)cc1	-6
CC1CCN(CCCn2c(=S)[nH]c3ccc(N4CCOCC4)cc3c2=O)CC1	-4&-2
COCCOC(=O)c1c(C)oc2cc(Br)c(OCc3cccc([N+](=O)[O-])c3)cc12	-16
O=C(NCc1ccco1)C(c1cccs1)N(C(=O)C1COc2ccccc2O1)c1cccc(O)c1 (configuration not stated)	-7
COc1cccc(C2SCC(=O)N2c2cccc(C)c2)c1OC (configuration not stated)	-6
C[C@H](NC(=O)OC(C)(C)C)c1nnc(SCC(N)=O)o1	-5
CCOc1ccc(C(=O)Nc2cccc(-c3nc4cc(C)ccc4o3)c2)cc1Cl	-75
CCC(C)(C)n1nnnc1C(C(C)C)N1CCSCC1 (configuration not stated)	-1
CCOc1cc(C(=O)NC(C)COC)cc(OCC)c1OCC (configuration not stated)	3
Cc1nn(CC(=O)NC(C)c2ccccc2)c(C)c1[N+](=O)[O-] (configuration not stated)	-4
CCOc1ccccc1C(=O)Nc1ccc(I)cc1C	-132
COc1cccc(NC(=O)CC2(CC(=O)O)CCCC2)c1	-11
CCOC(=O)C1=C(C)NC(=O)NC1c1ccc(N(C)C)cc1 (configuration not stated)	-8&-2
COc1ccc(N2CCN(C(=O)c3cc4cc5cc(OC)ccc5nc4s3)CC2)cc1	3
O=C(O)C1CC=CCC1C(=O)Nc1cccc(O)c1 (configuration not stated)	-2
Cc1c(C)n(C(=O)CSc2nc3ccccc3[nH]2)c2ccccc12	-17
Cc1cc(C)cc(-n2cnc3cc(C(=O)NC4CCCC4)ccc32)c1	-10
CCOc1ccc(C(=O)Nc2ccccn2)cc1[N+](=O)[O-]	-2
OCc1ccccc1CNCc1ccccc1	-3&2
COc1ccc(C(C)=O)cc1COC(=O)Cc1n[nH]c(=O)c2ccccc12	-4
O=C(O)c1cccc(N2C(=O)C3C4C=CC(CC4)C3C2=O)c1 (configuration not stated)	-6
CC(C)Cc1c(O)nc(SCC(=O)NCC2CCCO2)[nH]c1=O (configuration not stated)	-1
O=C(OCC(=O)N1CCN(c2ccccc2)CC1)c1ccc2ncsc2c1	-10
CC1CN(C2CCN(C(=O)COc3ccc(Cl)cc3)CC2)CC(C)O1 (configuration not stated)	-10
CC1CC(C)CN(S(=O)(=O)N2CCCC(C(=O)NC3CC3)C2)C1 (configuration not stated)	0
COc1cc(NS(=O)(=O)c2ccc(NC(=O)c3ccccc3-c3ccc(C(F)(F)F)cc3)cc2)nc(OC)n1	-4
Cc1cccc2[nH]c3c(=O)n(CCN4CCNCC4)cnc3c12	-12
CC(C)CN(CC(C)C)C(=O)c1cc2ccccc2oc1=O	-8
Cc1ccc(C(=O)N2CCN(c3ncccn3)CC2)cc1	1
Cn1c(=O)c2c(ncn2CC(=O)Nc2ccccc2Sc2ccccc2)n(C)c1=O	-2
O=C(Nc1cnn(Cc2ccc(F)cc2)c1)c1cnccn1	0&-7
COc1ccc(NC(=O)N(C2CCCCC2)C(C)c2cccnc2)c(OC)c1 (configuration not stated)	2
COc1ccccc1C1CC(c2ccc(Cl)cc2)Nc2nnnn21 (configuration not stated)	6
Cc1ccc(S(=O)(=O)N2CCN(S(=O)(=O)c3ccc4c(c3)OCCO4)CC2)cc1	-4
COC(=O)C1=C(C)NC(=S)NC1c1cc(OC)ccc1OC (configuration not stated)	5
COc1ccc2sc(C(=O)O)c(Br)c2c1	-2
CN1C(=O)c2ccccc2C(C(=O)NCc2ccc(F)cc2)C1c1cccs1 (configuration not stated)	-2
C=CCOC(=O)C1=C(C)N=C2SC(CC)C(=O)N2C1c1ccc(C)cc1 (configuration not stated)	-14
COc1ccccc1N1CCN(C(=O)C2CCC(CNS(=O)(=O)c3ccc(C)cc3)CC2)CC1 (configuration not stated)	-11
COc1cccc(N2C(=O)N(c3ccccc3Cl)C3CS(=O)(=O)CC32)c1 (configuration not stated)	-2&-3
More results.
SMILES	14-3-3 PPI
O=C1C2CCCN2C(c2ccccc2)N1c1ccc(F)cc1 (configuration not stated)	-5
Cc1[nH]c2ccccc2c(=O)c1CN1CCCCC1	-5
COc1cccc2c1OC(C)(C)N1N=C(c3ccco3)CC21 (configuration not stated)	-285
O=C(c1ccc(Cn2c(=O)[nH]c3ccccc3c2=O)cc1)N1CCN(c2ccccn2)CC1	1&-7
COc1ccc(S(=O)(=O)N2CCC(C(=O)Nc3ccccc3Cl)CC2)c2cccnc12	0
CCn1c(=NC(=O)c2ccc(S(=O)(=O)N3CCCC3)cc2)sc2c3ccccc3ccc21	-1
CCOC(=O)c1[nH]c(COC(=O)CCCOc2ccccc2)c(C(=O)OCC)c1C	-6
CC(=O)NS(=O)(=O)c1ccc(NC(=O)Cc2cccs2)cc1	-7
CCOC(=O)C1[C@H]2C(=O)N(C(C)c3ccc(OC)cc3)C[C@]23C=C[C@H]1O3 (some centres not stated)	-4
CN(CCCn1c(=S)[nH]c2c(sc3ccccc32)c1=O)Cc1ccccc1	-11
O=C(CCn1c(SCc2ccccc2F)nc2ccccc2c1=O)N1CCCCC1	6
O=C(NC1CCCCC1)c1cccn2c(=O)c3ccc(Cl)cc3nc12	-25
COc1cc(NC(=O)c2cc3nc(-c4ccc(OC)c(OC)c4)cc(C(F)(F)F)n3n2)cc([N+](=O)[O-])c1	13
O=C(O)CCCC(=O)NCCc1cccc(Cl)c1	-3
Cc1cccc(C2CC(=O)Nc3cc4c(cc32)OCO4)c1 (configuration not stated)	-8
Cc1ccc(-n2nc(C(=O)Nc3cccc([N+](=O)[O-])c3C)c3c4ccccc4n(C)c3c2=O)cc1	-8
CN(C)c1ccc(C=NCC2COc3ccccc3O2)cc1 (configuration not stated)	-9
Cc1ccc(NC(=O)N2C(=O)C3(OCCO3)c3ccccc32)cc1	-6
CC(C)NC(=O)c1sc2ccccc2c1Cl	-8
CCCOc1ccc(C2NC(=O)NC(C)=C2C(=O)OCc2ccc3c(c2)OCO3)cc1OC (configuration not stated)	2
O=C(c1ccncc1)N1N=C(c2ccncc2)CC1(O)C(F)(F)F (configuration not stated)	0
O=C(COC(=O)c1ccco1)Nc1nc2ccccc2s1	-6
CC(C(=O)N1CCCc2c1c(=O)oc1ccc(O)cc21)N1CCc2ccccc2C1 (configuration not stated)	3
O=C(Nc1ccc(Cl)c([N+](=O)[O-])c1)C1c2ccccc2Oc2ccccc21	11
CCC(C)c1ccc(NC(=O)c2cccnc2)cc1 (configuration not stated)	-3
CCCCNC(=O)c1cnn2c(C)c(Cc3ccc(Cl)cc3)c(C)nc12	-11
Cc1cc(OCCNCCO)cc(C)c1Cl	-5
CCCCCC(=O)Oc1ccc(-c2cnc3ccccc3n2)cc1	-2
O=C(Nc1ccc2c(c1)C(=O)N(c1cccc(O)c1)C2=O)c1ccc(Br)cc1	-10
CCC(C)c1c(O)nc(SCc2ccccc2)[nH]c1=O (configuration not stated)	1
CCC(NC(C)C)C(O)c1ccc(O)c(O)c1 (configuration not stated)	4&1
CCOC(=O)COc1ccc2cc(-c3nc4ccccc4o3)c(=O)oc2c1	-13
O=C(Nc1nnc(CC2=CCCCC2)s1)c1cccs1	-7
CCSc1nnc2c3ccccc3n(C)c2n1	-2
O=C1C2CC=CCC2C(=O)N1c1ccc(N2CCN(c3cccc(Cl)c3)CC2)c([N+](=O)[O-])c1 (configuration not stated)	1
O=C(NC1CCCC1)c1ccc(CSCc2ccccc2Cl)o1	-3
CCCN1CCN(C(=O)Cn2ncc3ccccc32)CC1	-2
O=C1C2CCCCC2C(=O)N1c1ccc(NCCC2=CCCCC2)c([N+](=O)[O-])c1 (configuration not stated)	5
Cc1ccccc1C(=O)NCCN=C1NS(=O)(=O)c2ccccc21	1
O=C(CCCn1c(=S)[nH]c2ccccc2c1=O)NCc1cccc(Cl)c1	-1
CCOC(=O)c1[nH]c(C)c(/C(O)=C2\C(=O)C(=O)N(CCCN(C)C)C2c2cccnc2)c1C (configuration not stated)	-2
CC(C)Oc1ccc(CSc2nnc3n(C)c(=O)c4c5c(sc4n23)CCCC5)cc1	-2
CC(=O)Oc1cc(OC(C)=O)c2c(C)cc(=O)oc2c1	-8
O=C(Cn1nc(-c2ccc(Cl)cc2)c2ccccc2c1=O)Nc1cccc2ccccc12	3
O=C(CCCCn1c(=O)[nH]c2ccccc2c1=O)N1CCN(c2cccc(Cl)c2)CC1	-5
CCOC(=O)N1CCN(C(=O)Cc2ccc(-n3c(=O)[nH]c4ccccc4c3=O)cc2)CC1	-1
CC(=O)N1CCN(C(=S)c2ccc(-c3ccc(C)cc3)o2)CC1	-14
COc1ccc2nc(SCc3nc(N)nc(Nc4ccccc4)n3)[nH]c2c1	1
O=C(COC(=O)c1ccc[nH]c1=O)c1ccc(Cl)s1	-6
Cc1ccc(C2N(C)c3ccccc3-c3nc4ccccc4n32)o1 (configuration not stated)	-5
CCC(C)C(=O)Nc1c2c(nc3c1CCC3)CCCC2 (configuration not stated)	-9
c1coc(-c2nn3c(Cn4nnc5ccccc54)nnc3s2)c1	-7
COc1ccc(CC(=O)Nc2ccc(-c3noc(-c4cccc(OC)c4)n3)cc2)cc1	0&-14
C=CCNS(=O)(=O)Cc1ccccc1Cl	-6
COCCNC(=O)C(c1ccc(C)o1)N(Cc1ccc(OC)cc1)C(=O)Cn1nnc2ccccc21 (configuration not stated)	-9
COC(=O)c1cccc(Oc2nc3c(c(=O)n(C)c(=O)n3C)n2C(C)C)c1	3
C1=CC2CC1CC2CN1CCN(Cc2ccccn2)CC1 (configuration not stated)	-3
COc1ccc(C)cc1NC(=O)c1cc(S(=O)(=O)NCc2ccco2)ccc1F	-30
CSc1nc2ccccc2c2nc3ccccc3n12	-6
O=C(COc1ccc(Cl)cc1)Nc1nc(-c2cccc3ccccc23)cs1	-7

Structures above that contain an NH in an aromatic ring, in the order listed:
SMILES	14-3-3 PPI
CCOC(=O)c1ccc(N2C(=O)c3n[nH]c(C)c3C2c2ccccn2)cc1 (configuration not stated)	-1
O=c1c2sc3ccc([N+](=O)[O-])cc3c2[nH]c(=S)n1CCc1ccccc1	0
CC1CCN(CCCn2c(=S)[nH]c3ccc(N4CCOCC4)cc3c2=O)CC1	-4&-2
Cc1c(C)n(C(=O)CSc2nc3ccccc3[nH]2)c2ccccc12	-17
COc1ccc(C(C)=O)cc1COC(=O)Cc1n[nH]c(=O)c2ccccc12	-4
CC(C)Cc1c(O)nc(SCC(=O)NCC2CCCO2)[nH]c1=O (configuration not stated)	-1
Cc1cccc2[nH]c3c(=O)n(CCN4CCNCC4)cnc3c12	-12
Cc1[nH]c2ccccc2c(=O)c1CN1CCCCC1	-5
O=C(c1ccc(Cn2c(=O)[nH]c3ccccc3c2=O)cc1)N1CCN(c2ccccn2)CC1	1&-7
CCOC(=O)c1[nH]c(COC(=O)CCCOc2ccccc2)c(C(=O)OCC)c1C	-6
CN(CCCn1c(=S)[nH]c2c(sc3ccccc32)c1=O)Cc1ccccc1	-11
CCC(C)c1c(O)nc(SCc2ccccc2)[nH]c1=O (configuration not stated)	1
O=C(CCCn1c(=S)[nH]c2ccccc2c1=O)NCc1cccc(Cl)c1	-1
CCOC(=O)c1[nH]c(C)c(/C(O)=C2\C(=O)C(=O)N(CCCN(C)C)C2c2cccnc2)c1C (configuration not stated)	-2
O=C(CCCCn1c(=O)[nH]c2ccccc2c1=O)N1CCN(c2cccc(Cl)c2)CC1	-5
CCOC(=O)N1CCN(C(=O)Cc2ccc(-n3c(=O)[nH]c4ccccc4c3=O)cc2)CC1	-1
COc1ccc2nc(SCc3nc(N)nc(Nc4ccccc4)n3)[nH]c2c1	1
O=C(COC(=O)c1ccc[nH]c1=O)c1ccc(Cl)s1	-6

Screening data (PubChem)
